CRFBP-R2 block: blocks CRF-induced signaling of the CRF-BP/CRF-R2 complex; HEK293 CRF-R2/CRF-BP, CRF-induced calcium fluorescence; inhibition, % at 11.8 µM; 350,000 compounds, 0.59% hits; AID 588475;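 active = inhibition of the ligand-induced calcium signal above about 50% at the single tested concentration, limit read from the data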
M4 PAM: potentiates acetylcholine response at human M4 receptor. activation, % at 3 µM. 360,000 compounds, 0.4% hits. CHO-K1 hM4/Gqi5, Fluo-8 calcium fluorescence, ACh EC20; 0% = ACh EC20, 100% = maximal ACh. P08173;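 active = activation above its plate's cutoff, the mean activation of sample wells plus 3 SD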; note: some results filed as inactive read as strong as hits
Target sequence (P08173 whole entry, looked up): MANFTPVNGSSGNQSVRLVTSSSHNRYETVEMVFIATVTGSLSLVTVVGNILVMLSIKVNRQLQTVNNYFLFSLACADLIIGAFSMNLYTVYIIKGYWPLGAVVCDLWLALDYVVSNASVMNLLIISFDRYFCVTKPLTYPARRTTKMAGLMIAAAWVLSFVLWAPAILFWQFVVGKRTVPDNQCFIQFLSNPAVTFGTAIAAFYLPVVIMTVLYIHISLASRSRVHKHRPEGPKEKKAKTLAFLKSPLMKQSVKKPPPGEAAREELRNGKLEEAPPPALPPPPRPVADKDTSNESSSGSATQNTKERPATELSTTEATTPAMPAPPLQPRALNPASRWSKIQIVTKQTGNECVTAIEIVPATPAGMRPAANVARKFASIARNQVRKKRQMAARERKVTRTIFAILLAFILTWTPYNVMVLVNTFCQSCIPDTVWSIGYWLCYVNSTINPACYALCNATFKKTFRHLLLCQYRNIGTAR
M5 ag: agonists of human muscarinic M5 receptor (CHRM5) | 360,000 compounds, 0.19% hits | activation, % at 3 µM | AID 624037 | CHO-K1 hM5 cells, Fluo-8 calcium fluorescence; 0% DMSO wells, 100% maximal acetylcholine response | P08912;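 active = activation above the run's mean over test compounds plus 3 SD, cut at about 23% in these data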;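 note: signal is peak over basal fluorescence ratio across the kinetic read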
TAAR1 agonist: human TAAR1 agonism; Q96RJ0; CHO RD-HGA16 TAAR1, Fluo-8 calcium fluorescence; vehicle wells 0%, saturating PEA agonist 100%; activation, % at 3 µM; 360,000 compounds, 0.99% hits; AID 624467;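 active = activation above the mean activation of all test compounds in the run plus 3 SD, cut at about 38% in these data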
Target sequence (Q96RJ0 whole entry, looked up): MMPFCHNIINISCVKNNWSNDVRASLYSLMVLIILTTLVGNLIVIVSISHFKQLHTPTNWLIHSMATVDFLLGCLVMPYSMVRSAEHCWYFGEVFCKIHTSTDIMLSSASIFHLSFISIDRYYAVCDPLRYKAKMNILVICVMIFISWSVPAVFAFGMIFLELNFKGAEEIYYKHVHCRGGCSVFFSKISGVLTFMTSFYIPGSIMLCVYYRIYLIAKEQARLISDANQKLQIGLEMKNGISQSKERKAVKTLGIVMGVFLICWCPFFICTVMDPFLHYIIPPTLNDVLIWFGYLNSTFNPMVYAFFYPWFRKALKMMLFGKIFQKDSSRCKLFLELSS
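Repeats: no replicates (n 1) | Material: CHO-derived RD-HGA16 cells with stable Gα16 and human TAAR1 | Technique: Kinetic Fluo-8 calcium fluorescence | Schedule: 17-24 h seeding, 75 min 37 °C dye, 30 min RT | Evaluation: % activation from peak over basal fluorescence ratio, DMSO-to-PEA scaled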
CHO-K1 Ca PAM: counter-screen for M1 PAMs: effect in parental CHO-K1 cells; ATP EC20, Fluo-8 calcium fluorescence; 0% at ATP EC20, 100% at ATP max; activation, % at 3 µM; 360,000 compounds, 0.02% hits; AID 602247;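 active = activation above the run cutoff, the mean activation of all test compounds plus 3 SD, cut at about 40% in these data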;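 note: peak over basal fluorescence ratio in a 140 s read after ATP addition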
M5 PAM: CHRM5 positive allosteric modulation | P08912 | activation, % at 3 µM | AID 624038 | CHO-K1 hM5, Fluo-8 calcium, ACh EC20 PAM; 0% = ACh EC20, 100% = ACh EC100 | 360,000 compounds, 0.3% hits;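 active = activation above the run cutoff, the mean activation of all test compounds plus 3 SD, cut at about 18% in these data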
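Assay system: CHO-K1 hM5 cells. Also added: acetylcholine at EC20 concentration, added after compound. Dosing: 3 µM, single dose. Times: compound preincubation 140 s before EC20 acetylcholine addition. Signal: Fluo-8 calcium fluorescence. Measure: % activation relative to EC20 and EC100 ACh responses. Repeats: singlicate, one well per test compound.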
TAAR1 antag: antagonists of human TAAR1. CHO RD-HGA16 TAAR1, Fluo-8 calcium fluorescence, antagonist. inhibition, % at 3 µM. 360,000 compounds, 1.5% hits;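 active = inhibition above a per-plate cutoff, the mean inhibition of test compounds on that plate plus 3 SD, cut at about 49% in these data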;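 note: 0% = DMSO plus EC80 beta-PEA response and 100% = DMSO alone without agonist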
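System: RD-HGA16 CHO cells with stable hTAAR1 and Gα16 | Probe or stimulus: EC80 β-phenethylamine stimulus | Dosing: 3 µM, single point | Times: Dye loading 75 min at 37 °C, then 30 min room temperature | Measured by: Fluo-8 calcium-sensitive fluorescence | Read-out basis: % inhibition of agonist calcium response | Replicates: n of 1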
M5 antag: antagonists of human muscarinic M5 receptor (CHRM5) | inhibition, % at 3 µM | 360,000 compounds, 0.59% hits | CHO-hM5 cells, Fluo-8 calcium fluorescence, ACh EC80;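 active = inhibition above a per-plate cutoff, the mean of that plate's test compounds plus 3 SD, cut at about 27% in these data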;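 note: 0% = acetylcholine EC80 with DMSO and 100% = DMSO without agonist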
CRFBP-R2 agonist: CRF-BP/CRF-R2 complex agonism. HEK293 CRF-R2/CRF-BP, calcium dye fluorescence (FLIPR); percent of saturating CRF peptide response. activation, % at 13.2 µM. 350,000 compounds, 0.46% hits. AID 588473;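 active = activation of at least 50%, plus an integration ratio under a set limit after plate pattern correction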;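 note: plate controls were neutral control wells without compound for no effect and CRF at EC100 for full effect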
Active calls of the source: *.

nr	mol	CRFBP-R2 agonist	CHO-K1 Ca PAM	CRFBP-R2 block	M5 ag	M4 PAM
1	COc1ccc(OC)c(NC(=O)Cn2c(=O)oc3ccccc32)c1	0.8	24	7	-3	7
2	O=C(CC1NCCNC1=O)Nc1ccc([N+](=O)[O-])cc1 (centres undefined)	-0.9	0	1	1	0
3	O=C(Nc1ccccc1)N1CCN(c2ccccn2)CC1	-0.1	19	-2	0	9
4	O=C1C(c2ccc(F)cc2)N(Cc2ccc3c(c2)OCO3)C(=O)CN1C1CCCC1 (centres undefined)	-3.3	8	-47	1	-2
5	COc1cc(C(C(=O)NC2CCCC2)N(C(=O)c2ccco2)c2ccccc2C(C)=O)cc(OC)c1OC (centres undefined)	0.9	13	-16	-4	3
6	CCOC(=O)C1CCN(C2CC(=O)N(c3cccc(Cl)c3)C2=O)CC1 (centres undefined)	-1.4	21	10	3	-2
7	CCN1CCN(C(=S)Nc2cccc([N+](=O)[O-])c2)CC1	-1.0	8	-13	1	-4
8	COc1ccc(CCNCC(=O)Nc2ccc(C)c(Br)c2)cc1OC	1.9	7	0	5	-1
9	CC(=O)N(Cc1cccs1)Cc1cc2ccc(C)c(C)c2nc1Cl	3.1	17	-23	-6	1
10	COc1ccc(S(=O)(=O)N2CCC(C(=O)NCc3ccncc3)CC2)cc1OC	0.1	5	1	-2	-2
11	Cc1ccccc1N1CCN(c2ccccc2NC(=O)/C=C\C(=O)O)CC1	0.1	15	-1	-6	5
12	CC(C)(C)n1nnnc1C(c1cccs1)N(Cc1ccccc1)Cc1ccco1 (centres undefined)	0.9	6	-14	-6	-4
13	Cc1cccc(CSCCNC(=O)CN(c2cc(C)cc(C)c2)S(C)(=O)=O)c1	-6.8	15	24	-4	5
14	COc1ccc(S(=O)(=O)N/N=C/c2ccc(OCCN3CCOCC3)c(OC)c2)cc1	-1.1	18	6	-5	5
15	N#CCCN1CCN(C(=O)c2c(N)no[n+]2[O-])CC1	4.3	5	-3	2	-2

nr	M5 PAM	TAAR1 antag	M5 antag	TAAR1 agonist
1	1	-5	-3	3
2	1	-7	4	6
3	0	17	-3	5
4	-12	18	7	4
5	0	-4	6	7
6	3	4	-8	0
7	-4	-7	0	1
8	3	-6	2	14
9	2	20	0	8
10	8	7	-2	2
11	0	-13	15	3
12	-11	36	12	7
13	2	-26	4	-2
14	3	-22	1	3
15	-1	-11	5	1

(more compounds)
nr	mol	CRFBP-R2 agonist	CHO-K1 Ca PAM	CRFBP-R2 block	M5 ag	M4 PAM
16	CCc1cccc(NS(=O)(=O)c2ccc(-n3cccn3)cc2)c1	-1.4	-5	-2	0	-9
17	O=C1CSC(c2ccccc2Br)N1c1ccc(Cl)cn1 (centres undefined)	1.4	18	17	-19	-26
18	Nc1ncnc(Nc2cc(Cl)cc(Cl)c2)c1[N+](=O)[O-]	0.9	9	-9	0	5
19	CCc1nc(SCC(=O)Nc2ccc(F)cc2)c2c(=O)n(C)c(=O)n(C)c2n1	-0.9	-9	-21	-3	7
20	CCc1cc(Cn2nc(-c3ccccc3)cc2C(=O)NCc2cccc(C(F)(F)F)c2)on1	5.5	-14	9	2	3
21	Cn1c(=O)oc2cc(S(=O)(=O)N3CCC(C(=O)NCc4ccc(F)cc4)CC3)ccc21	0.8	16	11	0	9
22	Cc1ccc2c(c1)C1(C(=O)N2C)N2CC3(C)CN1CC(C)(C2)C3=O (centres undefined)	0.7	5	10	1	13
23	COc1ccc(NC(=O)CCC(=O)c2cccs2)cc1Cl	-2.8	13	11	-5	-1
24	COc1ccccc1N1CCN(/N=C/C(Cl)=C/c2ccccc2)CC1	0.7	-12	8	-4	-6
25	O=C(Nc1nc(-c2ccccc2)cs1)c1ccc(S(=O)(=O)N2CCc3ccccc32)cc1	-0.5	-1	8	4	2
26	COc1cccc(C2CC(c3ccccc3Cl)n3ncnc3N2)c1 (centres undefined)	-2.4	22	-3	-2	10
27	Cc1ccc(S(=O)(=O)CCC(=O)OCC(=O)N2CCN(S(=O)(=O)c3ccccc3)CC2)cc1	1.2	9	9	-1	-2
28	CSc1nc2nc(-c3ccc(F)cc3)c(CCN3CCN(C)CC3)cn2n1	-0.6	27	11	3	7

nr	M5 PAM	TAAR1 antag	M5 antag	TAAR1 agonist
16	-9	5	8	-1
17	-31	14	7	-3
18	-2	0	1	6
19	0	-19	13	3
20	2	27	3	19
21	-1	9	-4	0
22	1	-10	-2	9
23	-2	0	-1	1
24	-5	9	12	0
25	-7	-6	1	-1
26	1	-4	-2	10
27	3	-26	6	0
28	-1	-18	-1	0

Some of these compounds in order of their number in CRFBP-R2 agonist, falling.
No. | Molecule | CRFBP-R2 agonist
27 | Cc1ccc(S(=O)(=O)CCC(=O)OCC(=O)N2CCN(S(=O)(=O)c3ccccc3)CC2)cc1 | 1.2
25 | O=C(Nc1nc(-c2ccccc2)cs1)c1ccc(S(=O)(=O)N2CCc3ccccc32)cc1 | -0.5
16 | CCc1cccc(NS(=O)(=O)c2ccc(-n3cccn3)cc2)c1 | -1.4

Some of the entries above in another layout.
No.	canonical_smiles	CRFBP-R2 agonist	CHO-K1 Ca PAM	CRFBP-R2 block	M5 ag	M4 PAM	M5 PAM	TAAR1 antag	M5 antag	TAAR1 agonist
17	O=C1CSC(c2ccccc2Br)N1c1ccc(Cl)cn1 (centres undefined)	1.4	18	17	-19	-26	-31	14	7	-3
18	Nc1ncnc(Nc2cc(Cl)cc(Cl)c2)c1[N+](=O)[O-]	0.9	9	-9	0	5	-2	0	1	6
19	CCc1nc(SCC(=O)Nc2ccc(F)cc2)c2c(=O)n(C)c(=O)n(C)c2n1	-0.9	-9	-21	-3	7	0	-19	13	3
20	CCc1cc(Cn2nc(-c3ccccc3)cc2C(=O)NCc2cccc(C(F)(F)F)c2)on1	5.5	-14	9	2	3	2	27	3	19
21	Cn1c(=O)oc2cc(S(=O)(=O)N3CCC(C(=O)NCc4ccc(F)cc4)CC3)ccc21	0.8	16	11	0	9	-1	9	-4	0
22	Cc1ccc2c(c1)C1(C(=O)N2C)N2CC3(C)CN1CC(C)(C2)C3=O (centres undefined)	0.7	5	10	1	13	1	-10	-2	9
23	COc1ccc(NC(=O)CCC(=O)c2cccs2)cc1Cl	-2.8	13	11	-5	-1	-2	0	-1	1
24	COc1ccccc1N1CCN(/N=C/C(Cl)=C/c2ccccc2)CC1	0.7	-12	8	-4	-6	-5	9	12	0
25	O=C(Nc1nc(-c2ccccc2)cs1)c1ccc(S(=O)(=O)N2CCc3ccccc32)cc1	-0.5	-1	8	4	2	-7	-6	1	-1
26	COc1cccc(C2CC(c3ccccc3Cl)n3ncnc3N2)c1 (centres undefined)	-2.4	22	-3	-2	10	1	-4	-2	10
27	Cc1ccc(S(=O)(=O)CCC(=O)OCC(=O)N2CCN(S(=O)(=O)c3ccccc3)CC2)cc1	1.2	9	9	-1	-2	3	-26	6	0
28	CSc1nc2nc(-c3ccc(F)cc3)c(CCN3CCN(C)CC3)cn2n1	-0.6	27	11	3	7	-1	-18	-1	0
